A-T KAP1 phos: potential ataxia-telangiectasia treatment | […] A-T fibroblasts, KAP-1 phosphorylation AlphaLISA; neocarzinostatin DNA damage 30 min before lysis | Potency, µM (series often up to 57.5 µM), without a hit: at the top dose activation, usual class: activators | 320,000 tested, 0.19% active | AID 485349; note: potency is the fitted concentration of half-maximal effect; % of control where 0% means no effect; nearly all actives have a fitted effect of over 45% in size
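hTERT-immortalized A-T patient fibroblasts ([…]), 500 cells/well in OPTI-MEM, 1% FBS, got compounds for 60 min, then NCS for 30 min at 37C. Lysates were then assayed for phospho-KAP-1 by AlphaLISA (anti-pKAP1 donor, anti-KAP1 acceptor beads), 6 hr at 25C.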
FBPA coupling cs: coupling enzyme interference in Giardia aldolase counter-screen. 290,000 tested, 0.67% active. coupling enzyme system counterscreen, AmpLite Red fluorescence. AID 2472. activity change, negative = inhibition, % at 58.2 µM, hits read low; in the data active = activity change below about -30%; note: % is set by controls: 0 for no effect and ±100 for the full control effect
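Coupling enzymes only (glyceraldehyde-3-phosphate) + compound, at 57.5 uM final, 10 min RT; add substrate/coupling/AmpLite Red mix, 20 min RT; fluorescence ex 525/em 598 nm. Actives flag coupling-system interference.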
KCNH2 WT inh: KCNH2 (human, wildtype) channel inhibition. AID 720551. activity change, % at 1.84 µM. 340,000 tested, 0.37% active. Q12809. U2OS, BacMam KCNH2, thallium flux FluxOr; hits give low values;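 active = maximum activity change below -70%; inconclusive = maximum activity change between -70% and -50%; inactive = maximum activity change above -50%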; note: % is set by controls: 0 for no effect and ±100 for the full control effect
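U2OS cells were transduced with wild-type KCNH2 virus (2.03 x 10^8 / mL) for 4 h at room temperature, then cultured overnight at 37 C. Thallium flux was read with FluxOr dye. Rate constants were normalized to DMSO controls.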
MBNL1 CUG block: blocks human MBNL1 binding to CUG repeat RNA; Q9NR56; TR-FRET MBNL1-His/biotin-(CUG)12 binding, 665/545 ratio; Potency, µM (titrated, usually from 57.5 µM), for inactives: top-dose activity change, negative = inhibition, hits mostly inhibitors; 280,000 tested, 0.036% active; AID 2675; active = well fitted inhibition curve with a large enough effect in the signal ratio, with a control signal flat, not every such curve was filed as active; inconclusive = small, poorly fitted or top-dose-only effect, or effect the other way, or a change in a side signal; inactive = no such curve, though single readings can be large or run the other way; the % refers to the signal ratio; note: potency is the fitted concentration of half-maximal effect; % is set by controls: 0 for no effect and ±100 for the full control effect
Target sequence (Q9NR56 whole entry, looked up): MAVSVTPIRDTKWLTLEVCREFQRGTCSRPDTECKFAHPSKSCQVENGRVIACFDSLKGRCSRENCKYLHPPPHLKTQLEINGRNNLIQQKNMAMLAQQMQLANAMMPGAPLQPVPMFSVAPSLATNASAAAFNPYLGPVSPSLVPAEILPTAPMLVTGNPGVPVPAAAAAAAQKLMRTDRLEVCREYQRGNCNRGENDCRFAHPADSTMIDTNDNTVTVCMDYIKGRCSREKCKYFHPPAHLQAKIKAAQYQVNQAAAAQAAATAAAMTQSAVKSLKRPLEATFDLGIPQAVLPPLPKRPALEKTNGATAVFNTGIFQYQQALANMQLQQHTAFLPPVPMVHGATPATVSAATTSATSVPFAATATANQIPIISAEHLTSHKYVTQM
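His-tagged MBNL1 binding to biotinylated (CUG)12 RNA was measured by TR-FRET using terbium anti-His antibody (0.055 ng/ul final) and streptavidin-XL665 (5 nM final). Compounds were titrated 92 nM to 58 uM; 60 min at room temperature.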
CXXC DNA block: MLL CXXC-DNA interaction inhibition; Potency, µM (series often up to 115 µM), for the others: at the highest dose activity change, negative = inhibition, actives largely listed as inhibitors; Q03164; 290,000 tested, 0.037% active; MLL-CXXC / FITC-HOXA9 DNA fluorescence polarization; active = well fitted inhibition curve with a large enough effect in the polarisation, with a control signal flat, not every such curve was filed as active; inconclusive = small, poorly fitted or top-dose-only effect, or effect the other way, or a change in a side signal; inactive = no such curve, though single readings can be large or run the other way; the % refers to the polarisation; note: potency is the fitted concentration of half-maximal effect
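Purified MLL-CXXC (added from a 7 uM solution) was preincubated 5 min at ambient with pinned compounds in 50 mM Tris-HCl pH 7.5, 50 mM NaCl, 1 mM DTT, 0.05% BSA. Fluorescein-labeled HOX-A9 DNA (50 nM solution) followed, 30 min, then polarization read.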
ASM inhibitor: human S-ASM enzyme inhibition; P17405; placental ASM, HMU-PC fluorogenic substrate, 60 min; Potency, µM (doses to about 57.5 µM), for inactives: top-dose activity change, negative = inhibition, hits mostly inhibitors; 340,000 tested, 0.006% active; note: potency is the fitted concentration of half-maximal effect
Target sequence (P17405 47-631 limits assumed): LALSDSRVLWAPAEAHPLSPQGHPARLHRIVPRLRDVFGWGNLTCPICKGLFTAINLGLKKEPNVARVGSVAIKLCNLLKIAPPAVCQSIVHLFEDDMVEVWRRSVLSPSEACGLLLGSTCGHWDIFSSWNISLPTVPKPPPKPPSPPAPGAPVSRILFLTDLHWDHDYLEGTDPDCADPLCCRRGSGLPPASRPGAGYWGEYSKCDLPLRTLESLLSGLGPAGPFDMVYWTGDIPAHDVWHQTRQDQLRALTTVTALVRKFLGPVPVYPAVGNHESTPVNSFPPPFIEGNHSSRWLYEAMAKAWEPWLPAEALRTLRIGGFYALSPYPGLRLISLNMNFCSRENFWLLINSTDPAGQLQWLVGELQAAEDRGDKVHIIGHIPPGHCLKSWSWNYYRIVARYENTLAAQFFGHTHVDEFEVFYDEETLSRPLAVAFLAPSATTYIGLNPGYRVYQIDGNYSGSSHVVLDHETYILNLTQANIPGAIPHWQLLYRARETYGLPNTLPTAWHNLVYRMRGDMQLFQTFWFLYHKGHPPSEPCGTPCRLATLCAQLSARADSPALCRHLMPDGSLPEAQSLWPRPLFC
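Human placenta-derived ASM enzyme was preincubated with compound for 10 minutes at room temperature, then given fluorogenic substrate HMU-PC0 (9 uM final) for 60 minutes at 37 °C; a pH 10 stop preceded fluorescence reading at Ex 386/Em 447 nm.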
GALK inhibitor: galactokinase (human) inhibition | Potency, µM (top dose mostly 57.5 µM), for the others: top-dose activity change, negative = inhibition, actives largely listed as inhibitors | Purified GALK, Kinase-Glo residual ATP luminescence | 270,000 tested, 0.007% active | P51570; note: potency is the fitted concentration of half-maximal effect; % is set by controls: 0 for no effect and ±100 for the full control effect
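Human GALK (5 nM) with 35 uM ATP and 100 uM galactose in 20 mM HEPES pH 8.0, 5 mM MgCl2, 60 mM NaCl, 1 mM DTT, 0.01% BSA. After 1 h at room temperature, leftover ATP was read by Kinase-Glo Plus luminescence.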
TRPV1 agonist: agonists of human vanilloid receptor 1 (TRPV1); Q8NER1; TRPV1-expressing cells, Fluo-8 calcium influx, agonist mode; activation, % at 8.33 µM; 320,000 tested, 0.19% active; in the data active = activation above about 80%; inconclusive = between about 30% and that limit; note: 0% is about no effect
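TRPV1-expressing cells were cultured overnight at 35.5C and loaded with Fluo-8 calcium dye for 40 to 90 min at room temperature. After a 10 s baseline, compound was added and calcium influx was read kinetically for 3 min (ex 480/em 520 nm).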
KCNH2 3.1 block: KCNH2 3.1 (human) potassium channel inhibition; U2OS KCNH2 3.1, thallium flux FluxOr; hits give low values; activity change, % (tested at about 1.8 µM); 340,000 tested, 0.95% active; AID 720553;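 active = maximum activity change below -70%; inconclusive = maximum activity change from -70% to -50%; inactive = maximum activity change above -50%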;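 note: thallium influx rate constant from kinetic fluorescence after stimulation buffer; % is set by controls: 0 for no effect and ±100 for the full control effect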
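Kinetic fluorescence (2 min after stimulation buffer) measures Tl+ influx through KCNH2 3.1 expressed by viral transduction in U2OS cells; the rate constant is normalized against DMSO controls serving as positive and negative references.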
a7 integrin act: activates integrin-mediated alleviation for muscular dystrophy. 350,000 tested, 0.064% active. Potency, µM (titrated, usually from 38.3 µM), inactives show at the highest dose activation, most hits filed as activators. alpha7betagal myoblasts, beta-gal FDG fluorescence, 48 h;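 note: potency is the fitted concentration of half-maximal effect; 100% = response of the positive control SU9516; nearly all actives have a fitted effect of over 60% in size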
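Alpha7betagal+/- myoblasts (passage 13) were plated 16-24 hr, then exposed to compounds (1:260 dilution of DMSO stock) for 48 hours at 37C. After MPER lysis, β-galactosidase reporter activity was read as FDG fluorescence (ex 480/em 540) after 30 minutes.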
Numbers without * were called inactive; ? = inconclusive; / = no result given; & = joins results of further samples; [ ] = remark or other dose. Unless noted, calls come from the whole dose curve; as a rule, active = well fitted curve in the direction sought with a large enough effect; inconclusive = small, poorly fitted or top-dose-only effect, or another doubt; inactive = no such curve, though single readings can be large; an effect the other way counts as inactive or inconclusive.

molecule	MBNL1 CUG block	KCNH2 3.1 block	KCNH2 WT inh	A-T KAP1 phos	a7 integrin act	CXXC DNA block	ASM inhibitor	FBPA coupling cs	GALK inhibitor	TRPV1 agonist
CC(NC(=O)COC(=O)c1ccc(N(C)C)cc1)c1ccccc1 (stereo not drawn)	-7%	8	1	3%	-3%	-1%	-3%	0	11%	7
COc1ccc(SCCN2CC[C@@H](C(C)(C)C)CCC2=O)cc1	/	-4	0	-12%	-3%	/	-2%	/	/	?
O=C(CSc1nc2ccccc2c(=O)n1-c1ccccc1Cl)NC1CCS(=O)(=O)C1 (stereo not drawn)	/	-3	-3	7%	3%	/	5%	/	/	5
S=C(NCCc1ccc(Cl)cc1)NCc1ccco1	-3%	10	-2	2%	-30%	?	3%	-6	-1%	29
COc1cc(CN2CCCC(CO)(Cc3cccc(Cl)c3)C2)cc(OC)c1O (stereo not drawn)	-2%	-6	29	4%	?	4%	2%	-16	-4%	-2
COc1ccc(N2CCN(CCCNC(=O)C(=O)c3c(C)n(C)c4ccccc34)CC2)cc1	1%	-14	11	-15%	-5%	21%	10%	/	-8%	1
COc1ccc(N2CCCn3c2nc2c3c(=O)n(Cc3ccccc3F)c(=O)n2C)c(OC)c1	11%	-1	2	7%	-19%	1%	1%	-1	1%	/
COc1cc(C(=O)OCC(=O)NC(=O)NCc2ccccc2)ccc1OC(F)F	/	5	-12	-3%	5%	/	-7%	/	/	1
COc1cccc(/C=N/NC(=O)c2ccc(-n3cnnn3)cc2)c1	/	19	0	-5%	12%	/	-3%	/	/	?
COc1ccc(OC)c(CCNC(=O)C2CCN(c3ncnc4c3nc3n4CCCCC3)CC2)c1	2%	19	-3	10%	-15%	1%	1%	/	-7%	-10
O=C(Cc1ccccc1)c1c[nH]c(C(=O)O)c1	-8%	11	-3	0%	6%	2%	-1%	-3	0%	2
O=C(CCN1C(=O)COc2ccccc21)NCCCN1CCN(c2ccc(F)cc2)CC1	8%	6	46	2%	-24%	14%	3%	1	2%	-1
Cc1[nH]c(=S)c(C#N)c2c1CCCC2	20%	5	9	2%	-31%	17%	0%	3	-1%	-6
Cc1ccc(S(=O)(=O)N[C@@H](C)C(=O)N2CCC(C(=O)N3CCC[C@H]3C(=O)O)CC2)cc1	-8%&1%	1	-7	-2%	13%	-6%&3%	3%	1&4	-2%&-4%	-1&-2
CC(=O)Nc1cc(C(=O)NCCN2CCN(Cc3ccccc3)CC2)ccc1Sc1ccc(C)cc1	-10%	-3	36	2%	10%	17%	2%	3	11%	-4

Structures from the list above with an NH in an aromatic ring, in the order listed:
molecule	MBNL1 CUG block	KCNH2 3.1 block	KCNH2 WT inh	A-T KAP1 phos	a7 integrin act	CXXC DNA block	ASM inhibitor	FBPA coupling cs	GALK inhibitor	TRPV1 agonist
O=C(Cc1ccccc1)c1c[nH]c(C(=O)O)c1	-8%	11	-3	0%	6%	2%	-1%	-3	0%	2
Cc1[nH]c(=S)c(C#N)c2c1CCCC2	20%	5	9	2%	-31%	17%	0%	3	-1%	-6

Three entries already listed, sorted by SMILES length, high to low.
molecule	MBNL1 CUG block	KCNH2 3.1 block	KCNH2 WT inh	A-T KAP1 phos	a7 integrin act	CXXC DNA block	ASM inhibitor	FBPA coupling cs	GALK inhibitor	TRPV1 agonist
O=C(CSc1nc2ccccc2c(=O)n1-c1ccccc1Cl)NC1CCS(=O)(=O)C1 (stereo not drawn)	/	-3	-3	7%	3%	/	5%	/	/	5
COc1cc(C(=O)OCC(=O)NC(=O)NCc2ccccc2)ccc1OC(F)F	/	5	-12	-3%	5%	/	-7%	/	/	1
COc1cccc(/C=N/NC(=O)c2ccc(-n3cnnn3)cc2)c1	/	19	0	-5%	12%	/	-3%	/	/	?

Next section:
molecule	MBNL1 CUG block	KCNH2 3.1 block	KCNH2 WT inh	A-T KAP1 phos	a7 integrin act	CXXC DNA block	ASM inhibitor	FBPA coupling cs	GALK inhibitor	TRPV1 agonist
S=C(NCc1ccncc1)NC1CCCC1	-6%	2	-11	-2%	0%	22%	5%	2	11%	?
N#Cc1ccc(C23OCCN2CCn2nc4ccccc4c23)cc1 (stereo not drawn)	/	5	-2	6%	0%	/	-4%	/	/	/
COCCn1c(C)cc(C(=O)COC(=O)c2ccc(Cl)c(S(N)(=O)=O)c2)c1C	/	-18	0	-2%	?	/	0%	/	/	16
CC(C)c1cc(-c2n[nH]c(=S)n2Cc2ccccc2)cs1	-17%	-15	10	3%	2%	-7%	-3%	6	-2%	/
COc1ccc(NS(=O)(=O)c2cccc(C(=O)NCC3CCCO3)c2)cc1 (stereo not drawn)	/	2	-3	1%	13%	/	/	/	/	1
O=C(NCCCC1CCCC1)C1CCC(=O)N(Cc2ccccc2F)C1 (stereo not drawn)	/	9	9	/	-10%	/	1%	/	/	/
Cc1ccc(S(=O)(=O)Nc2ccc3c(c2)C(=O)N([C@H](C)CO)C[C@@H](C)[C@@H](CN(C)C(=O)Nc2cccc4ccccc24)O3)cc1	/	-6	-22	6%	15%	/	-7%	/	/	/
COc1cc(OC)c(S(=O)(=O)Nc2ccccc2N2CCOCC2)cc1NC(C)=O	-6%	4	0	-3%	-10%	8%	5%	2	11%	3
CC(=O)N1N=C(c2ccccc2)CC1c1ccccc1[N+](=O)[O-] (stereo not drawn)	-9%	-19	22	1%	-11%	11%	2%	-9	2%	5
C=CCN(CC=C)S(=O)(=O)c1ccc(NC(=S)NC(=O)C2CC2)cc1	-6%	-19	-12	8%	-25%	?	-1%	2	5%	13
Brc1ccccc1-n1nnc(-c2nccs2)n1	8%	-10	-19	-4%	5%	-21%	2%	5	1%	-1
CC(Sc1ccc(S(=O)(=O)N2CCOCC2)cn1)c1ccccc1Cl (stereo not drawn)	/	0	-1	12%	0%	/	-7%	/	/	/
O=C(CCCSc1ccccc1)Nc1nc(-c2ccco2)c(-c2ccco2)s1	18%	2	9	2%	0%	5%	-2%	0	0%	3
CCCCCNC(=O)N[C@H](C(=O)O)C(C)C	-6%	-6	-8	5%	-7%	-4%	2%	3	/	3
OCCC1CN(Cc2cn[nH]c2C2CCCCC2)CCN1C1CCCC1 (stereo not drawn)	3%	3	2	-4%	12%	-12%	4%	0	1%	-1

(more compounds)
molecule	MBNL1 CUG block	KCNH2 3.1 block	KCNH2 WT inh	A-T KAP1 phos	a7 integrin act	CXXC DNA block	ASM inhibitor	FBPA coupling cs	GALK inhibitor	TRPV1 agonist
CCCN(CCC)S(=O)(=O)c1ccc(NC(=O)c2cc(C(=O)OC)cc([N+](=O)[O-])c2)cc1	10%	-1	9	-4%	32%	0%	-1%	-2	2%	0
Cc1ccc(-c2nnc(-c3ccc(NC(=O)Cc4cccs4)cc3)o2)cc1	-1%	-18	-11	2%	-12%	34%[activator]	-2%	-5	0%	-5
COc1ccc(-c2c3c(=O)n(C)c(=O)n(C)c3cn2-c2cccc(OC)c2)cc1	11%	4	1	5%	28%	5%	0%	4	0%	2
CC(C)CCNC(=O)COc1ccc(C(=O)c2ccccc2)cc1	4%	-9	-6	17%	-22%	-2%	-3%	-1	-1%	?
CCC(C)[C@H](NC(=O)[C@H](Cc1ccccc1)n1c(=O)[nH]c2ccccc2c1=O)C(=O)N1CCC[C@@H]1C(=O)O (stereo partly drawn)	-5%	2	0	-10%	10%	1%	6%	-2	/	-2
COC(=O)c1cccc(NC(=O)c2ccccc2)c1	-7%	20	-7	10%	4%	-12%	-1%	1	-1%	?
O=C(CNS(=O)(=O)c1cccc(C(F)(F)F)c1)NC1CCCCCC1	/	-1	11	1%	8%	/	0%	/	/	/
COc1ccc(NC(=O)Nc2ccccn2)cc1OC	4%	11	27	8%	0%	1%	4%	0	5%	0
Cn1cccc1/C=N/N1CCN(Cc2cccc3ccccc23)CC1	-1%	-17	-1	-4%	-27%	3%	-1%	-7	0%	4
COc1ccc(-c2cc(C(=O)NCCCN3CCOCC3)on2)cc1OC	-14%	15	0	3%	?	-4%	2%	/	4%	3

Assay outcomes from PubChem.
